RGS7-Gao – regulators of human RGS7-Galphao interaction. P09471. Multiplexed bead flow cytometry, RGS7-Galphao binding; actives lie on both sides. binding response (% of control), % at 10 µM. hit rate 0.35% among 220,000. AID 1439; in the data active means binding response below about 49% or above about 150%; inconclusive means no clear call, values can overlap the other calls; inactive means in between;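 further: fluorescent Galphao held in activated GDP-AlF4 state binding bead-coupled RGS7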
Target sequence (P09471 whole entry, looked up): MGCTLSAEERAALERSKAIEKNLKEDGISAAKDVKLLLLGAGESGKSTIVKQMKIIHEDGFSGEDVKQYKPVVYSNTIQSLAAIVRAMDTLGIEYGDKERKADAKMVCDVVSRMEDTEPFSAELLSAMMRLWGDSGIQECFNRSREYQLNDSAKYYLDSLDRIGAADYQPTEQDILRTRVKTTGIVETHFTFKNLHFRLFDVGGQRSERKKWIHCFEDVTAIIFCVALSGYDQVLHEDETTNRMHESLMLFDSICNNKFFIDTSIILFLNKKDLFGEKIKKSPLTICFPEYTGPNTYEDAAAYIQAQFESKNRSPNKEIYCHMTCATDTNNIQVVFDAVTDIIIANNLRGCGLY
RGS4-Gao reg – human RGS4-Galphao interaction regulation | Multiplexed bead flow cytometry, RGS4-Galphao binding; actives lie on both sides | binding response (% of control), % at 10 µM | P09471 | hit rate 0.33% among 220,000; in the data active means binding response below about 49% or above about 150%; inactive means in between;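 further: fluorescent Galphao activated with aluminum fluoride binding bead-coupled RGS4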
RGS8-Gao reg – regulators of human RGS8-Galphao interaction. AID 1423. hit rate 0.34% among 220,000. multiplexed bead flow cytometry, RGS8-Galphao binding; actives lie on both sides. response (percent of control binding), % at 10 µM. P09471; in the data active means response below about 60% or above about 140%; inactive means in between;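 further: Galphao activated as the GDP aluminium fluoride complex binding bead-coupled RGS8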
* = called active by the depositor; ? = inconclusive; / = not tested or not shown. This is a subset (hit frequency here may not be typical).

cpd	molecule	RGS7-Gao	RGS4-Gao reg	RGS8-Gao reg
1	O=C(NC1CC1)C1=C[C@@H](C2CC2)C[C@@H](OCc2ccc(CO)cc2)O1	?	109.4	106.1
2	Cc1ccc(N(Cc2cc3ccc(C)cc3[nH]c2=O)C(=O)c2cccs2)cc1	?	101.9	103.3
3	O=C(/C=C\c1ccco1)NC(=S)Nc1ccccc1O	?	104.9	101.3
4	CCC(C)NC(=O)c1cccc(C)c1 (stereo not drawn)	?	97.5	98.9
5	COC(=O)c1c(C)oc(C)c1S(=O)(=O)Nc1ccccc1	?	106.1	103.6
6	CN1CCN(C(=O)c2cc(S(=O)(=O)Nc3ccccc3F)c(Cl)cc2Cl)CC1	?	106.9	101.2
7	COc1ccc(C2/C=C\CN(S(=O)(=O)c3cccc4cccnc34)CC(=O)N2Cc2ccc(F)cc2)cc1 (stereo not drawn)	?	103.8	102.0
8	O=C(Cc1nc(-c2cnccn2)no1)NNC(=O)Nc1ccccc1	?	95.9	101.0
9	O=S(=O)(Nc1cccc(CO)c1)c1cccs1	?	101.0	100.6
10	CCCNC(=O)CCn1c(=S)oc2ccccc21	?	86.2	90.9
11	COc1cccc(-n2c(=O)n(Cc3ccccc3)c(=O)c3[nH]cnc32)c1	?	103.9	103.0
12	N#C/C(=N\Nc1ccc([N+](=O)[O-])cc1)C(N)=S	?	94.9	96.2
13	COc1ccc(NC(=O)c2sc3nc(-c4cccnc4)ccc3c2N)cc1OC	?	100.5	100.5
14	Cn1nc(-c2ccc(C(=O)NCCO)cc2)c2ccccc2c1=O	?	110.3	107.0
15	CCn1c(=O)c2cc(C(=O)NC(C)C)sc2c2ccccc21	?	96.8	98.5
16	C/C(Cc1ccccc1)=N\NC(=O)CNC(=O)/C=C\c1ccccc1	?	101.6	101.0
17	Cc1ccc(S(=O)(=O)Oc2ccccc2/C=C2/SC(=O)NC2=O)cc1	?	98.6	99.3
18	O=c1cc(-c2cccc(Br)c2)oc2cccc(O)c12	?	105.1	102.7
19	N#C/C(=C/c1ccc(F)cc1)c1nnc(NC(=O)c2ccccc2)s1	?	100.0	103.1
20	NC(=O)CC(NC(=O)c1ccccc1)c1ccc(NCC2CC2)c([N+](=O)[O-])c1 (stereo not drawn)	?	93.5	101.2
21	Cn1nc(C(C)(C)C)c([N+](=O)[O-])c1C(=O)Nc1cccc2ccccc12	/	96.9	102.1
22	Cc1cc(C)nc(S/C=C/C(=O)c2ccccc2F)n1	?	99.5	100.8
23	O=[N+]([O-])c1sccc1CS(=O)(=O)c1ccccc1	?	110.7	99.0
24	CCCCOc1ccc(C2CCC(C(C)=O)C(C)C2)cc1 (stereo not drawn)	?	106.9	106.3
25	CC(/C=C/c1ccccc1)=N\NC(=O)Cn1cncn1	?	99.4	100.0
26	C[C@@]12CCC=C[C@H]1[C@H](c1ccc3ccccc3c1Br)N(Cc1ccccc1)C2=O	?	102.0	102.9
27	FC(F)(F)c1cnc(COc2ccc(Cl)cc2Cl)c(Cl)c1	?	105.0	100.3
28	CN(C)CCCNc1nc(N)c([N+](=O)[O-])c(NCCO)n1	?	93.6	100.7
29	O=C(Cn1nnc2ccccc21)c1ccc([N+](=O)[O-])cc1	?	100.5	99.9
30	CCOC(=O)c1cc2c(=O)n3cccc(C)c3nc2n(CC(C)C)c1=NC(=O)c1ccco1	?	104.7	100.0
31	COC(=O)C1=C(C(=O)OC)[C@@H]2N(C)c3ccccc3[C@@]23C[C@@H](C(=O)OC)N(C(=O)C2CCC2)C3=N1	?	99.6	98.9
32	Clc1ccc(C2CSc3c4ncnc-4ncn32)cc1 (stereo not drawn)	?	95.7	98.5
33	O=C1/C(=C/c2ccccn2)SC(=S)N1Cc1ccccc1	?	96.0	99.0
34	CC1=CC2=NC(=O)CC(C)(C(=O)N(CC(=O)NC3CCCC3)c3ccccc3C)N2C=C1 (stereo not drawn)	?	100.7	98.5
35	CC(=O)Oc1cc2c(C(=O)NCc3ccncc3)c(C)oc2c2ccccc12	?	101.2	99.9
36	O=C(Oc1ccc(-c2csnn2)cc1)c1cccs1	?	105.2	102.0
37	S=C1NCN(Cc2ccco2)CN1c1ccccc1	?	97.0	100.3
38	COc1cnn(-c2ccccc2)c(=O)c1OC	?	98.6	99.4
39	O=C(NC(=S)Nc1ccccc1Cl)c1cnn2c(C(F)(F)F)cc(C(F)(F)F)nc12	?	101.5	103.1
40	COc1ccc(CCN2C(=O)CSC2=Nc2ccc(C)cc2C)cc1OC	?	103.5	100.9
41	O=C(CSc1nc2ccccc2o1)N/N=C/c1ccc(O)c(O)c1	?	93.0	88.9
42	C=CC(COCc1ccccc1)N(Cc1ccc(OC)cc1)S(=O)(=O)c1ccccc1Br (stereo not drawn)	?	89.5	96.7
43	CCCS(=O)(=O)C/C(N)=N/OC(=O)c1ccc(Cl)cc1	?	89.0	98.1
44	CNC(=O)c1cc(NC(=O)CCn2nc(-c3ccccc3)c3ccccc3c2=O)ccc1OC	?	93.1	99.6
45	COC(=O)c1cccc(C23CC4(C2)[C@H](CN(C)[C@@H]4c2ccccc2)C3c2ccccc2)c1 (stereo partly drawn)	?	104.1	104.6
46	CCC1=C(OC(=O)N(CC)CC)N2C(=O)OC(=NCCOC)[C@]2(Cc2ccccc2)[C@H]2C1=CC[C@H]1C(=O)N(C)C(=O)[C@H]12	?	96.0	102.2
47	N#Cc1ccc(Sc2ccccn2)c([N+](=O)[O-])c1	?	100.9	100.0
48	Cc1ccc(S(=O)(=O)N(C)C)cc1NC(=O)Nc1ccccc1	?	110.7	110.4

Four entries from above, set out differently.
22) Cc1cc(C)nc(S/C=C/C(=O)c2ccccc2F)n1
- RGS7-Gao: ?
- RGS4-Gao reg: 99.5
- RGS8-Gao reg: 100.8

42) C=CC(COCc1ccccc1)N(Cc1ccc(OC)cc1)S(=O)(=O)c1ccccc1Br (stereo not drawn)
- RGS7-Gao: ?
- RGS4-Gao reg: 89.5
- RGS8-Gao reg: 96.7

26) C[C@@]12CCC=C[C@H]1[C@H](c1ccc3ccccc3c1Br)N(Cc1ccccc1)C2=O
- RGS7-Gao: ?
- RGS4-Gao reg: 102.0
- RGS8-Gao reg: 102.9

13) COc1ccc(NC(=O)c2sc3nc(-c4cccnc4)ccc3c2N)cc1OC
- RGS7-Gao: ?
- RGS4-Gao reg: 100.5
- RGS8-Gao reg: 100.5

(cont.)
cpd	molecule	RGS7-Gao	RGS4-Gao reg	RGS8-Gao reg
49	O=C(/C=C/c1cccc2ccccc12)N1CCOCC1	?	98.9	100.7
50	O=C(CN1CCN(S(=O)(=O)c2ccc(Cl)s2)CC1)N1CCOCC1	?	99.0	101.5
51	C#CCN1C(=O)C(O)(c2c(C)[nH]c3ccccc23)c2ccccc21 (stereo not drawn)	?	93.7	102.7
52	S=C(NCCc1ccccn1)NC1CC2CCC1C2 (stereo not drawn)	?	92.5	97.3
53	O=C(NCc1cccnc1)c1cnc2ccccc2n1	?	102.9	101.3
54	CC(/C=C/C1(O)C(C)CC(O)CC1(C)C)OC1OC(CO)C(O)C(O)C1O (stereo not drawn)	?	97.0	98.0
55	CCCCN(c1ccccc1)S(=O)(=O)c1cccc2cccnc12	?	87.6	100.9
56	COC(=O)c1cc(NC(=O)c2cc(C(C)(C)C)nn2Cc2ccc(F)cc2)ccc1N1CCOCC1	?	99.6	97.4
57	COC(=O)c1ccc(N=CC2=C(O)CC(c3ccccc3)CC2=O)cc1 (stereo not drawn)	?	104.8	104.4
58	COc1ccc(-c2ocnc2C(=O)N2CCN(Cc3cccnc3)CC2)cc1	?	102.4	99.5
59	O=C(/C=C/c1cccc(F)c1)Nc1ccc(S(=O)(=O)Nc2ncccn2)cc1	?	101.6	100.3
60	CCOC(=O)Cn1cc(/C=N/NC(=O)CC#N)c2ccccc21	?	91.8	96.5
61	O=C(O)CCN1C(=O)C2C3c4ccccc4C(c4ccccc43)[C@@H]2C1=O (stereo partly drawn)	?	104.4	104.5
62	N#CC12COC3(CCCCC3C1(C#N)C#N)OC2=N (stereo not drawn)	?	105.5	99.8
63	COc1cccc(Cl)c1NC(=O)N1CCN(c2ccnc3cc(Cl)ccc23)CC1	?	105.0	101.2
64	COc1cc(/C=N/NC(=O)c2cncc(Br)c2)cc([N+](=O)[O-])c1O	?	87.9	96.2
65	O=C(O)CCn1nnc2ccccc21	?	100.4	100.0
66	CN1CCc2c(sc3c2C(=O)NC(/C=C\c2ccccc2)N3)C1 (stereo not drawn)	?	99.7	100.6
67	CCc1ccccc1NNC(=O)CCc1ccccc1	?	96.3	103.0
68	CCOC(=O)C(=CNc1cccnc1Oc1ccc(C)c2c1CCC2)C(=O)OCC	?	102.0	100.1
69	CC(C)CC(N)C(=O)OCc1ccc([N+](=O)[O-])cc1 (stereo not drawn)	?	102.1	101.7
70	O=C(Nc1ccc(N2CCN(C(=O)c3ccccc3)CC2)c(Cl)c1)c1ncn[nH]1	?	93.7	96.8
71	COc1ccnc(N=CNOCc2ccc(Cl)cc2)c1C#N	?	103.6	102.9
72	O=c1oc2ccccc2nc1/C=C(\O)c1ccc(Br)cc1	?	105.7	102.3
73	Cc1c(C(=O)O/N=C(\N)c2ccccn2)cccc1[N+](=O)[O-]	?	102.8	99.3
74	CCc1ccc(NC(=O)Cn2c(=O)n(CCC(=O)NC3CCN(Cc4ccccc4)CC3)c(=O)c3ccccc32)cc1	?	102.5	103.4
75	C=CCCCCCCCCc1nc(SCC(C)=O)n[nH]1	?	89.5	97.6
76	CC(C)(C)c1ccc(CCC2OCC(C[N+]3(C)CCOCC3)O2)cc1 (stereo not drawn)	?	98.5	101.6
77	COc1cccc(NC(=O)NC2CCN(Cc3nnnn3Cc3ccc4c(c3)OCO4)CC2)c1	?	109.2	108.1
78	O=C(NC(=S)NNC(=O)[C@H]1C[C@@H]1c1ccccc1)c1ccc(F)cc1	?	99.6	102.0
79	N#CCc1ccc(Oc2ccc([N+](=O)[O-])cn2)cc1	?	97.1	99.9
80	Cc1cc(NC(=O)c2ccc3c(c2)C(=O)N(CC(C)C)C3=O)no1	?	100.4	101.6
81	c1ccc2c(Nc3nncs3)c3ccccc3nc2c1	?	99.0	101.8
82	C[N+](C)(C)CCCN(Cc1ccc2c(c1)OCO2)C(=O)NC1CCCCC1	?	97.9	99.1
83	Cn1cc(Cl)c(/C=C(\C#N)S(=O)(=O)c2ccccc2)n1	?	101.6	98.9
84	C#CCn1c(O)c(N=NC(=O)C(O)c2ccccc2)c2ccccc21 (stereo not drawn)	?	96.5	99.3
85	CC(=O)NC1=NN(C(C)=O)C2(S1)C(=O)N(CC(C)C)c1ccc(C)cc12 (stereo not drawn)	?	109.9	100.6
86	Cc1ccc(C)c(OCc2n[nH]c(=S)o2)c1	?	95.8	97.6
87	C=C(C)[C@@H]1CC[C@]2(C(=O)O)CC[C@]3(C)[C@H](CC[C@@H]4[C@@]5(C)CC[C@H](O)C(C)(C)[C@@H]5CC[C@]43C)[C@@H]12	?	104.0	100.5
88	COC(=O)c1cccc(C23CC4(C2)[C@H](CN(Cc2cccnc2)[C@@H]4c2ccccc2)C3c2ccccc2)c1 (stereo partly drawn)	?	95.7	102.2
89	COc1ccccc1NS(=O)(=O)c1cccc2nsnc12	?	106.4	102.7
90	COc1cccc(C2Nc3cccc4cccc(c34)N2)c1	?	108.9	106.4
91	O=[N+]([O-])c1ccc2[nH]c3nc4ccccc4nc3c2c1	?	89.9	102.4
92	C[N+]12CCCCC1[C@@H](CO)CCC2 (stereo partly drawn)	?	97.9	100.8
93	CC(C)(C)NC(=O)CSc1nnc(-c2ccccn2)n1Cc1ccccc1	?	102.5	99.4
94	CC(=O)Nc1ccc(S(=O)(=O)Nc2nc3cc4c(cc3nc2Cl)OCCO4)cc1	?	100.7	100.0
95	CC1=NNC(=O)C1CC(=O)N/N=C/c1ccc(C)o1 (stereo not drawn)	?	101.5	103.7
96	O=S(=O)(CCSc1ccc(C(F)(F)F)cn1)c1ccccc1	?	105.8	104.8
97	O=C(N/N=C\c1coc2ccccc2c1=O)c1ccco1	?	94.3	96.4
98	COc1ccc(OC(=O)c2c(C)nn(-c3ccccc3)c2C)cc1	?	105.3	103.1
99	CCOC(=O)C1C(=O)OC(C)(C)C1C(CC)C(=O)c1c(C)cc(C)cc1C (stereo not drawn)	?	106.6	105.5
100	COc1ccc(/C=C2\CCCc3c2nc2ccccc2c3C(=O)O)cc1OC	?	101.6	97.7
101	CN1C(=O)N(C)C2(c3ccccc3)NNC(N)=NC12c1ccccc1 (stereo not drawn)	?	107.6	105.8
102	Cc1nc2ccccn2c1C(=O)NNS(=O)(=O)c1ccc(Cl)cc1	?	106.7	101.5
103	Cc1ccc(C(=O)Cn2nnc(-c3cccs3)n2)cc1	?	103.4	100.9
104	Cc1ccnc(NS(=O)(=O)c2ccc(NS(C)(=O)=O)cc2)n1	?	95.7	98.6

New compounds follow
cpd	molecule	RGS7-Gao	RGS4-Gao reg	RGS8-Gao reg
105	CN1Cc2c(N3CCOCC3)nc3sc(C(=O)c4ccc(Br)cc4)c(N)c3c2CC1(C)C	?	66.9	83.1
106	COc1ccc(S(=O)(=O)N2CCOCC2)cc1NC(=O)COC(=O)C1=COCCO1	?	101.1	96.8
107	O=C(Nc1ccc(O)c2c(=O)cc(-c3ccccc3Cl)oc12)c1ccc(F)cc1	?	90.0	94.8
108	O=C(CN1CCCc2ccccc21)N1CCc2ccccc21	?	98.1	102.1
109	Cc1nc(NC(=O)CN2CCC(O)(c3ccc(F)cc3)CC2)sc1C	?	92.8	97.2
